eIF4E-4G inh: blocks eIF4E binding to eIF4G | P63073+Q04637 | TR-FRET eIF4E-eIF4GI(517-606) binding, 2 h | inhibition, % at 21.7 µM | 0.37% of 220,000 active;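 further: 0% = full FRET control wells and 100% = background wells lacking eIF4GI fragment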
Thrombin inh: inhibitors of human thrombin | P00734 | inhibition, % at 5 µM | alpha-thrombin, Boc-VPR-AMC fluorogenic substrate cleavage | 0.26% of 220,000 active | AID 1046;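 active means inhibition at or above 40%; inactive means inhibition below 40%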;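 further: 0% = enzyme with no compound and 100% = wells without enzyme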
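System – human alpha-thrombin protein · Reagent – Boc-VPR-AMC substrate, 15 µM final · Compound – 5 µM single dose in 0.2% DMSO · Schedule – reaction at room temperature · Technique – AMC fluorescence at 355 nm excitation and 460 nm emission · Read-out basis – % inhibition relative to enzyme controls and enzyme-free blanks · Control set – no-compound enzyme wells and no-enzyme blanks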
NCF1 inh: inhibitors of human p47phox binding; P14598; p47phox/p22phox peptide binding, fluorescence polarization, 2 h; inhibition, % at 24.7 µM; 0.53% of 220,000 active; AID 1274;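 further: 0% = p47phox with labelled peptide and 100% = labelled peptide alone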
Target sequence (P14598 whole entry, looked up): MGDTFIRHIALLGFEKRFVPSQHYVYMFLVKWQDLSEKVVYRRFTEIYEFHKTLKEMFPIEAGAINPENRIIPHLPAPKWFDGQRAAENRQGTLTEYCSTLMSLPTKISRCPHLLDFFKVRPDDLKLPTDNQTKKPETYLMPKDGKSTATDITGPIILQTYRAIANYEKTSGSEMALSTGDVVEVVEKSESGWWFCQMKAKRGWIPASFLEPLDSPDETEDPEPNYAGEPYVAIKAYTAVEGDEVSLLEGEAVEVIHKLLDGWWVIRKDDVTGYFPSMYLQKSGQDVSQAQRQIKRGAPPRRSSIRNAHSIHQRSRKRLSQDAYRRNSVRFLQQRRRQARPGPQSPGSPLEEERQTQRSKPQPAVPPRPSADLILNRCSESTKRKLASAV
Rad51 HR inh: blocks human Rad51 in homologous recombination. 0.085% of 200,000 active. hRad51 DNA strand exchange, fluorescence dequenching. Q06609. AID 1385. inhibition, % at 10 µM;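 active means inhibition above 40% at the single screening dose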;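 further: 0% = DMSO control wells and 100% = blanks with heterologous ssDNA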
Target sequence (Q06609 whole entry, looked up): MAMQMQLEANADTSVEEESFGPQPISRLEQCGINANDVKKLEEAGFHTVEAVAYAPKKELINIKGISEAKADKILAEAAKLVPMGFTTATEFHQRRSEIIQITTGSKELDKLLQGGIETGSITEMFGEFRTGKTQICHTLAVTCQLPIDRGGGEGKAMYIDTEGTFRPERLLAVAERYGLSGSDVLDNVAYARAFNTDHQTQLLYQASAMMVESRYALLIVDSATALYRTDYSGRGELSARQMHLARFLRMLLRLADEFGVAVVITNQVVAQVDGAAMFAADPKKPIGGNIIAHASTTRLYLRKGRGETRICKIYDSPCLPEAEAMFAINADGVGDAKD
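System: hRad51 filaments on single-stranded DNA; reagent: Fluorescein- and BHQ1-tagged 47-mer duplex; compound dosing: one concentration, 10 µM final; timing: filaments 15 min 37 °C, then compound 30 min; measured by: fluorescein emission 520 nm, excitation 485 nm; benchmarks: per-plate controls and blanks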
14-3-3 Bad inh: disrupts binding of bovine 14-3-3 zeta to phospho-Bad peptide | P63103 | TR-FRET 14-3-3zeta/Dy647-pBad peptide displacement, 1 h | inhibition, % at 21.7 µM | 0.71% of 220,000 active | AID 781;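 active means inhibition above about 70%, limit read from the data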;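 further: 0% = full 14-3-3 plus peptide FRET controls and 100% = background without 14-3-3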
Target sequence (P63103 whole entry, looked up): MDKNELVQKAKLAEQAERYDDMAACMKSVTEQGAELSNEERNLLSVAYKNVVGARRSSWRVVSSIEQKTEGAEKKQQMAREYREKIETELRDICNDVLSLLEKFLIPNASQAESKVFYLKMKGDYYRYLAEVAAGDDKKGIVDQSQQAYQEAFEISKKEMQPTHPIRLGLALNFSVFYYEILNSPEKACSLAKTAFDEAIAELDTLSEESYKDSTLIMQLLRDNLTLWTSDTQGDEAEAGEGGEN
hK5 inh: blocks human kallikrein 5 protease activity | Q9Y337 | recombinant hK5, fluorogenic AMC substrate cleavage | inhibition, % at 5 µM | 0.59% of 210,000 active;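 active means inhibition of 40% or more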;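 further: 0% = enzyme controls without compound and 100% = no-enzyme blanks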
EBV gp42 block: EBV gp42 inhibition; Fluorescence polarization binding assay, mP read-out; 0.42% of 220,000 active; Q1HVG2; inhibition, % (tested at 21.74 µM); in the data active means inhibition above about 50%
Furin inh: human furin inhibition; inhibition, % at 30 µM; AID 463115; 0.061% of 220,000 active; P09958; purified furin, fluorogenic substrate cleavage; in the data active means inhibition above about 25%; further: inactives centre near -15
Cl transport mod: modulators of human KCC2 chloride dependent transport; B-score of Tl+ flux slope (higher = more flux/activation; lower = inhibition) at 10 µM; KCC2 cells, thallium flux FluoZin-2 fluorescence; 2.2% of 190,000 active; Q9H2X9;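 active means thallium flux slope and its plate-corrected score both differing from the plate sample mean at a set confidence after two filtering rounds, in either direction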;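 further: slope of fluorescence scaled to starting intensity during 10 to 20 s after thallium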
Active calls of the source: *; · = not tested or not shown; [ ] = remark or other dose.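 How the source made its calls, unless noted: active means inhibition above about 30% (limit read from the data); inactive means the rest.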

1: CCOC(=O)c1c(C)[nH]c(C)c1C(=O)COC(=O)c1c(OC)cccc1OC
2: Cc1ccc(C)c(OCc2nnc(SCC(=O)NC(=O)NCc3ccco3)o2)c1
3: Cc1c(NC(=O)c2cc(CC(C)C)on2)c(=O)n(-c2ccccc2)n1C
4: Cc1cc(Cl)ccc1OCCCC(=O)NCCCn1ccnc1
5: Cc1ccc(S(=O)(=O)/N=C(\c2ccccc2)N(C)S(=O)(=O)c2ccccc2)cc1
6: O=C(O)c1ccc(CS(=O)c2cccc(C(F)(F)F)c2)o1 (stereo unspecified)
7: O=C(CCC(=O)c1ccc(Br)cc1)Nc1cccnc1
8: CCCN(CCC)CCNC(=S)Nc1ccc2nc3n(c(=O)c2c1)CCCCC3

screen / no.	1	2	3	4	5	6	7	8
eIF4E-4G inh	-1	-1	34*[fluorescence artefact?]	-3	7[fluorescence artefact?]	0	3	1
Thrombin inh	-4	0	1	-3	2	-7	-6	-1
NCF1 inh	-10	-12	8	-3	2	-13	-5	-3
Rad51 HR inh	14	·	3	9	-8	12	21	-1
14-3-3 Bad inh	-6	-6	15	-7	-16	3	-1	-12
hK5 inh	-14	·	-2	14	-9	-1	-3	4
EBV gp42 block	-14	-6	-17	8	9	0	-2	-13
Furin inh	-26	-27	-43	-15	0	-10	-16	-19
Cl transport mod	0.91	0.13	0.033	-0.71	-0.74	-0.69	0.69	·

9: CC(C)C(=O)NCCc1nc2ccccc2n1CCOc1ccccc1
10: CC(C)C(NC(=O)OCc1ccccc1)C(=O)O (stereo unspecified)
11: COc1ccccc1/C=C1\NC(=S)N(CC2CCCO2)C1=O (stereo unspecified)
12: COc1ccc(NC(=O)C2CCCN(S(=O)(=O)c3ccc(C)cc3)C2)cc1OC (stereo unspecified)
13: O=C(O)c1ccc(/C=N/NC(=O)c2ccc(NS(=O)(=O)c3cccs3)cc2)cc1
14: COc1ccc(CNCc2cccc(OC)c2OC)cc1Br
15: COc1ccc(CCNC(=O)CCc2nc3ccccc3[nH]2)cc1OC
16: CCOc1ccc(Br)cc1S(=O)(=O)Nc1cccc(S(=O)(=O)N(C)C)c1

screen / no.	9	10	11	12	13	14	15	16
eIF4E-4G inh	1	0	-3	2	3	1	-2	16
Thrombin inh	-2	2	-4	-1	-7	-3	-2	-9
NCF1 inh	3	-5	-5	-2	-8	3	-10	-14
Rad51 HR inh	3	0	0	-1	-1	8	·	1
14-3-3 Bad inh	3[fluorescence artefact?]	2	3	-8	-2	7	-9	3
hK5 inh	-5	0	-7	-8	11	18	-1	-12
EBV gp42 block	7	-16	-2	2	5	5	-19	-3
Furin inh	-20	-26[20 µM]	4[20 µM]	15[20 µM]	-11	-15	-29	-16
Cl transport mod	0.15	-0.006	6	-1.9	0.066	-0.13	0.023	-0.68

17: CC(C)(C)NS(=O)(=O)c1ccc(CCC(=O)Nc2ccc3c(c2)OCO3)cc1
18: COc1ccccc1NC(=O)CCCc1c[nH]c2ccccc12
19: Cc1ccc(C(=O)OCC(=O)NCC2CCCO2)c(C)c1 (stereo unspecified)
20: C=CCn1c(COc2ccc3c(c2)CCCC3)nnc1SCC(=O)Nc1cccc(SC)c1
21: CCOC(=O)N1CCC(NC(=O)CCc2c(C)nc3c(c(C)nn3C(C)(C)C)c2C)CC1
22: O=C(CSc1nnc(-c2ccccc2)o1)NC1CCS(=O)(=O)C1 (stereo unspecified)
23: CCOC(=O)C1CCN(c2nc3ccccc3nc2C(C#N)C(=O)NCCc2ccccc2)CC1 (stereo unspecified)
24: O=C1NCCc2c1[nH]c1c(Cl)ccc(Cl)c21

screen / no.	17	18	19	20	21	22	23	24
eIF4E-4G inh	6	6	8	6	4	-1[fluorescence artefact?]	-1	-4
Thrombin inh	5	-3	-14	-6	-3	-16	1	-1
NCF1 inh	5	-9	-14	-7	-8	1	-18	-6
Rad51 HR inh	1	·	-46	-4	-1	-5	·	9
14-3-3 Bad inh	-10	-1[fluorescence artefact?]	-10	6	-21[fluorescence artefact?]	1	-7	-8
hK5 inh	-4	-8	3	-6	1	-7	9	-10
EBV gp42 block	-1	12	-14	-15	1	-7	36	-13
Furin inh	6[20 µM]	-17	-35	-2[20 µM]	-21[20 µM]	-16	-6	-19
Cl transport mod	0.3	-0.7	-0.93	·	-0.92	0.74	-1	-0.56

25: COc1ccc(-n2cc(CNCC3CC(=O)N(C4CC4)C3)c(-c3ccccc3Cl)n2)cc1 (stereo unspecified)
26: CN(C)C(CNC(=O)C1CCN(S(=O)(=O)c2ccccc2)CC1)c1ccccc1 (stereo unspecified)
27: CC1CCCCN1C(=O)Cc1ccc(Cl)cc1 (stereo unspecified)
28: COc1cccc(OCCNc2cc(Cl)ccc2[N+](=O)[O-])c1
29: O=C(N/N=C/c1ccc(O)cc1)c1cccc(N/N=C/c2ccc(O)cc2)c1
30: O=C(Cn1cncn1)NCc1cccc2ccccc12
31: N#Cc1cc2[nH]c3ccccc3c2[n+](-c2ccc([N+](=O)[O-])cc2)c1N
32: C=CCn1c(SCc2csc(C)n2)nc2sc3c(c2c1=O)CCC(C)C3 (stereo unspecified)

screen / no.	25	26	27	28	29	30	31	32
eIF4E-4G inh	-1	-7	-2	4	0	11	7	0
Thrombin inh	1	-6	4	6	2	3	11	3
NCF1 inh	-3	-8	-6	-9	-36	3	2	-22
Rad51 HR inh	-4	-19	-4	-6	-6	3	16	2
14-3-3 Bad inh	-9	6	-5	-11	-2	11	-8	-6
hK5 inh	3	4	-12	14	4	6	-3	-5
EBV gp42 block	3	-20	1	-3	-8	2	-17	4
Furin inh	-25	-22	-16[20 µM]	-6[20 µM]	-15	-19[20 µM]	-13	-1[20 µM]
Cl transport mod	0.15	0.3	-0.56	0.17	·	0.67	0.12	1.6

33: COc1ccc(NC(=S)N(C)CC2COc3ccccc3O2)cc1 (stereo unspecified)
34: CC(C)OC(=O)CN1C(=O)C(=O)c2ccccc21
35: CCOc1cc(S(=O)(=O)N2CC=C(c3ccc(F)cc3)CC2)c(OCC)cc1-n1cnnn1
36: Cc1cccc(C(C(N)=O)c2ncc(C(F)(F)F)cc2Cl)c1 (stereo unspecified)
37: COc1ccccc1-c1c(C(F)(F)F)oc2cc(OS(C)(=O)=O)ccc2c1=O
38: COCCN(Cc1cc2cc3c(cc2n2nnnc12)OCO3)C(=O)c1ccccc1F
39: CC1=C(C(=O)N2CCOCC2)C(c2ccccc2F)C2=C(CCCC2=O)N1 (stereo unspecified)
40: COc1ccc(C(=O)N/N=C/C(C)c2ccccc2)cc1OC (stereo unspecified)

screen / no.	33	34	35	36	37	38	39	40
eIF4E-4G inh	-2	-3	-13	-2	-1	8[fluorescence artefact?]	8	-4
Thrombin inh	-7	-1	-1	0	-4	3	-2	-15
NCF1 inh	-3	-5	-4	1	-5	-10	-6	12
Rad51 HR inh	11	-4	-4	2	3	6	4	-6
14-3-3 Bad inh	-9	7	-2	-6	2	5	0	12
hK5 inh	-3	1	-21	4	-4	-3	-24	-9
EBV gp42 block	10	-6	-5	7	6	-12	-8	-12
Furin inh	-15	-16[20 µM]	-7	-17	-15	-12[20 µM]	-12[20 µM]	-14[20 µM]
Cl transport mod	-0.15	·	-0.029	0.32	0.16	-1	-0.7	-0.17

(next part)
Every second line gives: eIF4E-4G inh	Thrombin inh	NCF1 inh	Rad51 HR inh	14-3-3 Bad inh	hK5 inh	EBV gp42 block	Furin inh	Cl transport mod
(41) COC(=O)C1CCN(C(=O)COC(=O)Cc2c[nH]c3ccccc23)CC1
 : 4	0	-9	-11	18	5	-14	-27	·
(42) O=c1sc(Nc2ccccc2)nc2ccsc12
 : 8	0	-6	-6	-6	-14	-16	-19[20 µM]	·
(43) Cc1ccc(-c2nc3ccccc3nc2Cl)cc1
 : 4	-6	-2	9	-2	-6	-9	-11	-0.1
(44) Cc1oc(-c2cc(F)ccc2F)nc1CN1CCN(c2ncnc3ccccc23)CC1
 : -4	-2	-6	2	-8	7	-12	-27	-0.85
(45) O=C(NCc1ccncc1)Nc1ccccc1Cl
 : 1	-3	2	-5	8	3	-10	-14	-1.1
(46) N/C(=N\N=C\c1ccc2c(c1)OCO2)SC1CC(=O)N(c2ccc(C(=O)O)cc2)C1=O (stereo unspecified)
 : -4	-9	-5	21	-25	16	-2	-13	0.61
(47) CCCCCCCCS(=O)C1CCS(=O)(=O)C1 (stereo unspecified)
 : 6	-17	0	11	-4	-1	-7	-10[20 µM]	-0.038
(48) COC(=O)c1cn(NC(=O)C2CCC(C(C)(C)C)CC2)c(=O)c2ccccc12 (stereo unspecified)
 : -4	5	-19	-11	-10	28	-20	-11[20 µM]	0.11
(49) Cc1cc(=O)oc2c3c(ccc12)OC/C3=N/N
 : -3	-2	-9	5	-4	1	-17	-19	-0.65
(50) Fc1cccc(Cl)c1CSc1nnc(CN2CCOCC2)n1-c1ccccc1
 : 5	4	-1	4	0	-6	-4	-11[20 µM]	-0.014
(51) CC(C(=O)c1ccc(-c2ccccc2)cc1)[n+]1ccccc1 (stereo unspecified)
 : -2	-1	1	0	11	0	-19	-23[20 µM]	1.2
(52) O=C(Nc1ccccc1)N(Cc1cccs1)C1CCCC1
 : 4[fluorescence artefact?]	-6	-5	-3	-3	6	-3	-22[20 µM]	-0.19

Filtered by structure: the compounds so far containing an NH in an aromatic ring
Every second line gives: eIF4E-4G inh	Thrombin inh	NCF1 inh	Rad51 HR inh	14-3-3 Bad inh	hK5 inh	EBV gp42 block	Furin inh	Cl transport mod
(1) CCOC(=O)c1c(C)[nH]c(C)c1C(=O)COC(=O)c1c(OC)cccc1OC
 : -1	-4	-10	14	-6	-14	-14	-26	0.91
(15) COc1ccc(CCNC(=O)CCc2nc3ccccc3[nH]2)cc1OC
 : -2	-2	-10	·	-9	-1	-19	-29	0.023
(18) COc1ccccc1NC(=O)CCCc1c[nH]c2ccccc12
 : 6	-3	-9	·	-1[fluorescence artefact?]	-8	12	-17	-0.7
(24) O=C1NCCc2c1[nH]c1c(Cl)ccc(Cl)c21
 : -4	-1	-6	9	-8	-10	-13	-19	-0.56
(31) N#Cc1cc2[nH]c3ccccc3c2[n+](-c2ccc([N+](=O)[O-])cc2)c1N
 : 7	11	2	16	-8	-3	-17	-13	0.12
(41) COC(=O)C1CCN(C(=O)COC(=O)Cc2c[nH]c3ccccc23)CC1
 : 4	0	-9	-11	18	5	-14	-27	·

High-throughput results from PubChem BioAssay.
